Screens as filed in PubChem BioAssay.
CFTR F508del cor = F508del CFTR correction, initial screen, CFBE line, single point; 350,000 tested, 0.36% active; CFBE cells, YFP halide quenching; stimulated with forskolin plus potentiator P3; % fluorescence drop versus neutral controls; activity (quench increase), % at 7.58 µM;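 active = mean added fluorescence quench of at least 8% versus neutral control, with both replicates also reaching 8%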;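 also: cells transiently co-express mutant CFTR-F508del with the halide-sensitive YFP; corrector assay measuring rescue of mutant channel to the surface after 24 h compound exposure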
miR-122 sensor = miR-122 Renilla sensor signal increase in Huh7, primary screen, miR-122 inhibitor project, cell-based, single point, plate reader | activation (reporter increase), % at 12.5 µM | Huh7 miR-122 Renilla luciferase sensor, 48 h; neutral wells = 0, positive control = 100 | 340,000 tested, 0.3% active;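 active = mean replicate activation score at least 90 and every replicate individually at or above 90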;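 also: higher luciferase means less miR-122 activity so hits act as miR-122 inhibitors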
PAX8 inh HTS = inhibitors of PAX8-driven TPO luciferase reporter, primary screen, RMG-I cells, single concentration. SteadyGlo, 24 h. inhibition, % at 12.6 µM. 360,000 tested, 1.2% active. AID 652154, 2013;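 active = mean replicate inhibition at least 60% with every replicate also reaching 60%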;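 also: luciferase light reporting Pax8 driven TPO promoter activity; plate controls were median of neutral control wells for no effect and mitoxantrone controls for full effect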
GSIS activator = GLuc luminescence reporter in INS-1E cells, primary screen for activators of glucose-dependent secretion of insulin. INS-1E GLuc reporter insulin secretion, 2-3 h. activation, % at 16.6 µM. 370,000 tested, 0.61% active;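 active = lowest replicate activation of at least 40%, so every replicate reaches that level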;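 also: 0% = median of neutral control wells and 100% = median of IBMX positive control wells; some compounds called inactive have numbers as strong as hits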
DENV2 CPE = inhibitors of DENV2 cytopathic effect, primary screen, cell-based, plate reader, single concentration; DENV2-infected cells, cytopathic effect rescue; CPE inhibition, % at 9.99 µM; 350,000 tested, 1.7% active; AID 651640, 2012; in the data active = CPE inhibition above about 20%, passing the limit was not always enough; tested in BHK-21 cells;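 also: 0% = median of neutral control wells and 100% = median of positive control wells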
EWS-Fli inh = EWS/Fli-driven NR0B1 reporter inhibitors, primary screen, A673 cells, NR0B1 luciferase, luminescence, MLPCN library; 350,000 tested, 0.67% active; inhibition, % at 12.6 µM; viability-normalised;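 active = mean inhibition of at least 50% after viability correction, with every replicate also passing that limit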;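 also: firefly luciferase signal divided by Alamar Blue viability fluorescence both relative to DMSO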
FN deposition inh = inhibitors of fibronectin matrix deposition, primary screen, AH1F cells, Alexa488-fibronectin fluorescence, plate reader | inhibition, % at 12.6 µM | 350,000 tested, 0.086% active | AH1F fibroblasts, overnight;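 active = mean inhibition across replicates of 30% or more, regardless of how many single replicates reach that level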;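 also: positive control wells lacked labelled fibronectin entirely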
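Test system: AH1F fibroblast monolayer depositing Alexa488-labelled fibronectin into matrix. Input: 10000 cells per well. Technique: fluorescence, ex 485 nm, em 525 nm. Buffer or medium: DMEM plus 2% serum, read in PBS. Timing: 1 h cell adhesion before compound, then overnight fibronectin incubation. Compound: single dose, pinned. Read-out basis: inhibition from reduced deposited-fibronectin fluorescence.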
* hit, by the source's call; . = no result given; [ ] = remark or other dose.

SMILES	CFTR F508del cor	miR-122 sensor	PAX8 inh HTS	GSIS activator	DENV2 CPE	EWS-Fli inh	FN deposition inh
COCCN(C(=O)COC(=O)c1ccccc1Nc1ccccc1)c1c(N)n(Cc2ccccc2)c(=O)[nH]c1=O	-0.4	.	15	5	4	12	4
Cc1cccc(NS(=O)(=O)c2cc(OCC(N)=O)c(C)cc2Cl)c1	.	64	24	.	.	.	9
CSCCC(NC(=O)c1ccc(Cl)cc1Cl)C(=O)OCC(N)=O (stereo not drawn)	-1.0	.	18	-10	.	5	2
O=C(CCCN=C1NS(=O)(=O)c2ccccc21)OCC(=O)c1ccccc1	0.9	.	3	13	-5	-9	-13
CCCCN1C(=O)C(CC(=O)NCc2cccs2)CC(C(=O)N(C)C)=C1C (stereo not drawn)	1.5	5	6	28	-4	2	3
Cc1cc(N(C)C)c(C#N)c(=O)[nH]1	.	-3	-2	.	.	.	1
Cc1sc(NC(=O)c2ccco2)c(C(Nc2ccccn2)c2ccccc2)c1C (stereo not drawn)	.	-9	-4	-27	.	.	3
Cc1ccc(C(=O)CC(=O)c2cc(Cl)ccc2O)cc1	.	3	.	-24	.	.	-7
COc1ccc(S(=O)(=O)Nc2ccc3c(c2)N(C(C)=O)CCC3)cc1	2.3	15	5	-14	-4	22	2
Cc1ccc(-n2c3nc(=O)n(C)c(=O)c-3cc3ccccc32)cc1	-0.1	5	-39	.	6	-5	5
NC(=O)C1CCN(C(=O)c2cc3ccccn3n2)CC1	3.0	4	0	0	15	-2	5
Cc1nn(-c2ccccc2)c2c1CC(=O)Nc1ccccc1-2	2.1	.	31	.	-2	39	-6
CC(=O)c1c(N2CCN(Cc3ccccc3)CC2)nc(=S)n(-c2ccccc2)c1C	1.0	.	28	-10	-5	5	8
CN1C(=O)c2cc(NC(=O)c3ccno3)ccc2OC[C@H]2O[C@@H](CC(=O)NCC(F)(F)F)CC[C@@H]21	0.2	-17[16.7 µM]	3	19	.	-9	8
CC1=C(C(=O)Nc2nc3ccccc3s2)C(c2ccco2)C(C#N)=C(SCC(=O)NC2CCCCC2)N1 (stereo not drawn)	1.5	-2	57	.	17	7	3
CCOC(=O)C1=C(COC(=O)c2ccc(OC(C)C)cc2)NC(=O)NC1C (stereo not drawn)	0.8	-5	.	-31	-1	5	0
COc1cccc(-c2ccc(C3[C@H]4CNC[C@@H]3N4Cc3cncnc3)cc2)c1 (stereo partly drawn)	1.5	.	9	2	8	-14	-6
O=C(CCc1ccccc1)NNC(=O)COc1ccccc1Cl	0.0	.	-1	137*	1	-1	9
CN(C)CCCNS(=O)(=O)c1ccc(Oc2ncc(C(F)(F)F)cc2Cl)cc1	.	-6	20	.	.	.	-1
COc1cccc(NC(=O)COC(=O)/C=C/c2ccco2)c1	1.9	.	-1	.	-4	11	-2
O=C(OCc1c(-c2ccccc2)ncc2ccccc12)c1ccc(C(F)(F)F)cc1	-1.2	-4	-20	16	0	-6	-7
Cc1ccc(NC(=O)CN2C(=O)NC(Cc3ccccc3)C2=O)cc1Cl (stereo not drawn)	1.0	-9	-8	-41	13	-2	2
Nc1nc(Cl)c2ncn(C3OC(CO)C(O)C3O)c2n1 (stereo not drawn)	3.6	.	-12	-10	18	2	10
COc1ccc(CNC(=O)C2(CC3CC(c4ccccc4)=NO3)CCN(C(=O)CCCCCBr)CC2)cc1 (stereo not drawn)	4.1	-7	4	-6	.	-5	-3
CC(=O)c1ccc(OC(=O)/C=C/c2ccccc2)cc1	-0.3	8	20	1	3	12	3
C[C@H](CO)N1C[C@H](C)[C@@H](CN(C)C(=O)Nc2ccc(F)cc2)Oc2ccc(NS(=O)(=O)c3ccc(F)cc3)cc2CC1=O	2.3	-1[16.7 µM]	.	-6	3	-6	.
Cc1ccc(S(=O)(=O)Nc2ccc3c(c2)C(=O)N([C@@H](C)CO)C[C@H](C)[C@@H](CN(C)S(=O)(=O)c2ccccc2)O3)cc1	-1.5	3[16.7 µM]	0	-16	-8	-4	-6
Cc1ccc(S(=O)(=O)Nc2ccc3c(c2)C(=O)N([C@@H](C)CO)C[C@@H](C)[C@H](CN(C)CC2CCCCC2)OCCCC[C@H](C)O3)cc1	2.5	-3[16.7 µM]	10	-5	19	-1	.
Nc1ncnc2c1ncn2[C@H]1C[C@H](O)[C@@H](COP(=O)(O)O)O1	-1.8	5	2	.	4	-1	-8
CC(C)NC(=S)N/N=C1\CCCCc2ccccc21	.	.	3	2	-3	5	-15
COc1ccc(-c2coc3c(C(=O)NCC4CC4)cccc23)c(C)c1	-0.4	1	10	-9	0	10	14
COC(=O)[C@]1(Sc2ccc(C)cc2)CC(=O)N[C@@H]1c1ccccc1	-1.6	.	-14	-10	-8	1	-2
O=C(COC(=O)c1ccc(O)cc1)Nc1cc(C(F)(F)F)ccc1Cl	-4.8	-15	-21	-10	1	-3	2
COc1ccc(OC)c(NC(=O)CN2C(=O)C(C)N(c3ccc(C)cc3)C2=O)c1 (stereo not drawn)	4.0	-3	4	-7	3	-16	6
COc1ccc(NC(=O)N2CCCC(CCC(=O)N(C)CCc3ccccn3)C2)cc1 (stereo not drawn)	1.3	.	-21	0	-6	-26	-2
Cc1cccc(S(=O)(=O)N2C[C@H]3[C@@H](c4ccccc42)[C@H](CO)N3Cc2ccc3c(c2)OCO3)c1	0.2	-17[16.7 µM]	32	0	0	5	5
C[C@H]1CN([C@@H](C)CO)C(=O)c2cc(NC(=O)Nc3cccc4ccccc34)ccc2O[C@@H]1CN(C)Cc1ccc(Cl)c(Cl)c1	3.1	-3[16.7 µM]	.	17	6	0	-2
COc1cccc(C(=O)N2CCN(S(=O)(=O)Cc3ccccc3)CC2)c1	-0.7	-3	.	12	0	2	.
Cc1nc2c(C(=O)N3CCCCC3)cnn2c(C)c1Cc1ccccc1F	.	-7	.	-10	.	.	4
O=S1(=O)N[C@@H](Cc2ccccc2)COc2cc(NCCCN3CCOCC3)ccc21	-1.9	.	15	-5	3	3	5
COc1ccccc1N(C)S(=O)(=O)c1ccc(C(=O)N(C)Cc2ccc(Cl)s2)cc1	-3.7	-3	11	-21	-8	5	-1
CCOc1ccc(NC(=O)COC(=O)c2ccc3c(c2)C(=O)N(CCc2ccccc2)C3=O)cc1	.	4	-10	4	1	-1	3
CCOC(=O)c1[nH]c2ccccc2c1NC(=O)c1ccc(S(=O)(=O)N2CCCCC2)cc1	-3.4	-5	25	.	-6	1	0
Cc1ccc(C)c(C2C(C#N)=C(N)Oc3cc(C)oc(=O)c32)c1 (stereo not drawn)	.	.	-12	17	.	.	4
CCC(=O)N1c2ccc(S(=O)(=O)NC3CCCCC3)cc2CC1C (stereo not drawn)	-4.0	75	-10	-14	1	7	4
O=S1(=O)CCC(NC(=S)SCCOc2ccccc2)C1 (stereo not drawn)	-0.5	-5	11	12	-1	-2	1
CCOc1ccc(CN2CCNC(=O)C2CC(=O)NCCc2cnccn2)cc1 (stereo not drawn)	0.4	-2	7	-3	-5	-6	-20
C(=C\c1ccccc1)/CN1CCN(C(c2nnnn2C2CCCCC2)C2CC2)CC1 (stereo not drawn)	2.2	-7	6	-17	-6	1	0

Profiles as entered above:
Cc1ccc(C)c(C2C(C#N)=C(N)Oc3cc(C)oc(=O)c32)c1 (stereo not drawn) is entered as CFTR F508del cor = .; miR-122 sensor = .; PAX8 inh HTS = -12; GSIS activator = 17; DENV2 CPE = .; EWS-Fli inh = .; FN deposition inh = 4
COc1ccccc1N(C)S(=O)(=O)c1ccc(C(=O)N(C)Cc2ccc(Cl)s2)cc1 is entered as CFTR F508del cor = -3.7; miR-122 sensor = -3; PAX8 inh HTS = 11; GSIS activator = -21; DENV2 CPE = -8; EWS-Fli inh = 5; FN deposition inh = -1
C(=C\c1ccccc1)/CN1CCN(C(c2nnnn2C2CCCCC2)C2CC2)CC1 (stereo not drawn) is entered as CFTR F508del cor = 2.2; miR-122 sensor = -7; PAX8 inh HTS = 6; GSIS activator = -17; DENV2 CPE = -6; EWS-Fli inh = 1; FN deposition inh = 0

The list continues.
SMILES	CFTR F508del cor	miR-122 sensor	PAX8 inh HTS	GSIS activator	DENV2 CPE	EWS-Fli inh	FN deposition inh
Cc1ccc(C(=O)N/N=C\C=C\c2ccc(Br)cc2)cn1	1.9	15	22	5	1	3	-1
CCOC(=O)c1sc2nc(NC(=O)C3CC3)sc2c1C	-7.4	3	-24	-4	9	-57	5
Cc1c(C(=O)N2CCN(C(=O)c3ccco3)CC2)oc2c(Cl)cccc12	2.4	-5	17	4	3	1	.
CCC(=O)Nc1ccc(NC(=O)CSc2nnnn2Cc2ccccc2)cc1C	-0.7	-1	7	-3	11	-9	5
COC(=O)CNC(=O)C1(C)C=CCN1C(=O)c1ccccc1 (stereo not drawn)	-1.6	-5	-155	2	-3	-30	-20
C[C@@H]1CN([C@H](C)CO)C(=O)c2cc(C3=CCCCC3)cnc2O[C@H]1CN(C)Cc1cccnc1	-0.1	-6[16.7 µM]	-16	17	-7	-4	5
CC(=O)N1c2ccc(C)cc2C(c2ccccc2)CC1C (stereo not drawn)	-1.3	-1	-23	-2	5	0	-3
Cc1cccc(NC(=O)CN(CC2CCCO2)C(=O)c2oc3ccccc3c2C)c1C (stereo not drawn)	2.6	-3	17	-7	6	4	1
CC=Cc1ccc2n(c1=O)C[C@H]1[C@H](CO)[C@@H](C(=O)Nc3ccc(-c4ccccc4)cc3)N(CC)[C@@H]21 (mixture of isomers)	-0.8	9[16.7 µM]	.	-16	-4	5	.
O=C(COC(=O)C1COc2ccccc2O1)Nc1cccc(F)c1 (stereo not drawn)	0.2	.	-1	8	-19	3	-5
CCOC(=O)/C(C#N)=N\Nc1ccc(S(=O)(=O)Nc2nc(C)cc(C)n2)cc1	.	-7	18	23	.	.	8
CCOc1ccccc1N1CCN(Cc2cn[nH]c2-c2ccc(F)cc2)CC1	6.0	.	-5	2	-4	-7	-6
COc1ccccc1NC(=O)N1CC(=O)N2[C@H](C1)[C@H](c1ccc(C#CC3CC3)cc1)[C@@H]2CO	2.8	.	10	-1	3	-1	.
COc1cccc(S(=O)(=O)N2CCCCN3[C@@H](CO)[C@H](c4ccc(-c5cccnc5)cc4)[C@@H]3C2)c1	3.7	9[16.7 µM]	9	1	-8	-6	.
COc1ccc(NC(=O)N(C)C[C@H]2OCCCC[C@H](C)Oc3ccc(NC(=O)NC4CCCCC4)cc3C(=O)N([C@@H](C)CO)C[C@@H]2C)cc1	-0.7	-3[16.7 µM]	25	-10	76*	9	-3
O=C(CSc1nnnn1-c1ccccc1)N1CCCc2ccccc21	.	-13	-7	.	.	.	8
CCOc1ccc(NC(=S)NC2CC3CCC(C2)N3Cc2ccco2)cc1 (stereo not drawn)	0.9	.	6	-4	-2	8	.
CC(=O)N(C)C[C@H]1Oc2ncc(C#Cc3ccc(F)cc3)cc2C(=O)N([C@H](C)CO)C[C@H]1C	-0.1	7[16.7 µM]	-18	23	3	-7	-24
Cn1cccc1Cc1nnc(SCC(=O)NC2CCCC2)n1-c1ccc(F)cc1	2.0	-15	-4	-7	-4	9	-22
COCC(=O)N1CC[C@@H]2[C@H](CO)Nc3ccc(C#Cc4ccc(OC)cc4)cc3[C@@H]21	1.0	30[16.7 µM]	-7	13	8	-14	8
CC1=C(C(=O)OCc2ccccc2)C(c2ccc(Br)cc2)NC(=O)N1CCCCCC(=O)O (stereo not drawn)	-0.1	.	-88	-10	-9	-90	6
Cc1nn(C)c(C)c1S(=O)(=O)N1CCC(C(=O)NC2CCCCCC2)CC1	-0.3	.	-5	1	1	2	-5
CCCc1ncc(C[n+]2ccccc2C)c(N)n1	0.6	-3	0	.	8	6	-7
CCc1cc2c(=O)c(-c3nc4ccccc4n3C)c(COCC(=O)O)oc2cc1O	-2.1	.	.	-2	.	1	.
